TcdB inh: inhibitors of Clostridioides difficile toxin B glycohydrolase | inhibition, % at 9.99 µM | hit rate 0.24% among 350,000 | TcdB glycohydrolase enzymatic assay, plate reader | P18177; in the data active = inhibition above about 10%
Target sequence (P18177 whole entry, looked up): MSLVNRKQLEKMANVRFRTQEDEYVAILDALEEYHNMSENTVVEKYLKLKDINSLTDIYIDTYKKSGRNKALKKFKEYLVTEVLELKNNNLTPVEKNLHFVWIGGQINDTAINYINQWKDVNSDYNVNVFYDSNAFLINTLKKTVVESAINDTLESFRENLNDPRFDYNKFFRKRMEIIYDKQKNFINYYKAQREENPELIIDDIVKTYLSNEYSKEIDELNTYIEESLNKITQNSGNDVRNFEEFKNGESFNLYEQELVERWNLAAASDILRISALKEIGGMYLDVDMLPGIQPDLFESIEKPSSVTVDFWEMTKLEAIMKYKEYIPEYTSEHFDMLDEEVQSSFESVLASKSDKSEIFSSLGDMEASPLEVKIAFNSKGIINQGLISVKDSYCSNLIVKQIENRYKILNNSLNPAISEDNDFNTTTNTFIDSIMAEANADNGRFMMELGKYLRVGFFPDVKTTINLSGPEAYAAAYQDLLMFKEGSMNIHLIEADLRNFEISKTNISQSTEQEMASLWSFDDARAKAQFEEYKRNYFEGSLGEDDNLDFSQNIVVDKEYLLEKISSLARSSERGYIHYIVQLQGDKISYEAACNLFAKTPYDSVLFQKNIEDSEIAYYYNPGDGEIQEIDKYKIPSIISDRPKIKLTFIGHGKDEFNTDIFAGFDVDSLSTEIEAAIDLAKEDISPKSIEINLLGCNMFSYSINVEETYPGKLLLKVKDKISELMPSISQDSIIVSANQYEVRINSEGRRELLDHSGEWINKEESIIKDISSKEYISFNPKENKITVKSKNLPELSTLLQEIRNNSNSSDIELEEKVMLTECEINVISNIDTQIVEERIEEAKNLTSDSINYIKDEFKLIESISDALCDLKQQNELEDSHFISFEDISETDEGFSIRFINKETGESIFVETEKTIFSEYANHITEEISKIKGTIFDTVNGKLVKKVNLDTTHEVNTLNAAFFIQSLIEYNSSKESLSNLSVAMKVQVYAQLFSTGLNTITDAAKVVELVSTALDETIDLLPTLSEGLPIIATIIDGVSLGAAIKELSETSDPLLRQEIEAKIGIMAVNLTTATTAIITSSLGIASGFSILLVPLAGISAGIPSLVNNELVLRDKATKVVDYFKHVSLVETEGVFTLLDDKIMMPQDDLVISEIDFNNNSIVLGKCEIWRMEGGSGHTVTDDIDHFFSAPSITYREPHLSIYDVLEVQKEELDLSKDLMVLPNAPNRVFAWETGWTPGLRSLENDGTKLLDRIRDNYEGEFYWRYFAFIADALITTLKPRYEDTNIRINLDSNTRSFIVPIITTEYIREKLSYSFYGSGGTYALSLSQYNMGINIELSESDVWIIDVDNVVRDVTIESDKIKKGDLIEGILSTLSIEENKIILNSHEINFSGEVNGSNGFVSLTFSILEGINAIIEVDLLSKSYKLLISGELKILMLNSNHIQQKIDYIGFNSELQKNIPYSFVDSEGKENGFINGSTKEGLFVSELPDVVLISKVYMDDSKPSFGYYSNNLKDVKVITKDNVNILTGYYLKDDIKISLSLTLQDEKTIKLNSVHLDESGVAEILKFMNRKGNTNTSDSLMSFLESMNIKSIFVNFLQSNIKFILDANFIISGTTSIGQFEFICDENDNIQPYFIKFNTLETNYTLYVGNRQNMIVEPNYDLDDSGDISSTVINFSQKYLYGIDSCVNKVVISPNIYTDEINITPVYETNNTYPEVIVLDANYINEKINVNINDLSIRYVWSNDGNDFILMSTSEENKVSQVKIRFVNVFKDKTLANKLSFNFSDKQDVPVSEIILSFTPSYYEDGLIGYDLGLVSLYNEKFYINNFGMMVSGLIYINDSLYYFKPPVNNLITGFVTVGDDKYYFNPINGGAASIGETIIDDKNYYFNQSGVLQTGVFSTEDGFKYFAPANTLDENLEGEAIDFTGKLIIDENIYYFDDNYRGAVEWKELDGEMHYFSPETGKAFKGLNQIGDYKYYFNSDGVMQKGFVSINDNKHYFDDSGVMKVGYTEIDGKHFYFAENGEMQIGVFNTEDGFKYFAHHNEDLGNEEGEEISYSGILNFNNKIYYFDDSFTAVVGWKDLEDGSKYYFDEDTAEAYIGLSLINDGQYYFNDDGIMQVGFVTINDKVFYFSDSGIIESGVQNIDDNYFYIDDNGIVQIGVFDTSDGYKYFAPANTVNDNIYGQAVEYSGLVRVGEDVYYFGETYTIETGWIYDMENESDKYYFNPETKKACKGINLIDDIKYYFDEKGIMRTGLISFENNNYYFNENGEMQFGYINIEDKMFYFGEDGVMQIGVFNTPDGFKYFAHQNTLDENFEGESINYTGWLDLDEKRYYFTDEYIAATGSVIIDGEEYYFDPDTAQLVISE
Starred values were filed as active, the others as inactive; & = joins results of further samples. The list is partial (hit frequency here may not be typical).

O=C(C[C@@H]1C[C@H]2c3cc(NS(=O)(=O)c4ccc(F)cc4)ccc3O[C@H]2[C@@H](CO)O1)NCc1ccncc1
  TcdB inh = 0.9
O=C(C(=O)N1CCC(CNC(=O)c2cccs2)CC1)c1cc2ccccc2o1
  TcdB inh = 1.0
Cc1cccc(C)c1N1C(=O)c2ccccc2NC(=O)C1C(=O)NCc1ccco1 (configuration not stated)
  TcdB inh = 0.8
CN1CCN(C(=O)C[C@@H]2CC[C@@H]3[C@H](COC[C@H](O)CN3S(=O)(=O)c3cccc(Cl)c3)O2)CC1
  TcdB inh = 1.1
COCC#Cc1ccc([C@H]2[C@@H](CO)N3CCCCN(Cc4cncnc4)C[C@@H]23)cc1
  TcdB inh = 0.1
C[C@H](CO)N1C[C@H](C)[C@@H](CN(C)Cc2cccc(F)c2)Oc2ncc(C3=CCCC3)cc2C1=O
  TcdB inh = 0.7
O=C(Nc1ccc(Cl)cc1)OCC12COCN1COC2
  TcdB inh = 0.6
COc1ccc(NC(=O)Nc2ccc3c(c2)C(=O)N([C@H](C)CO)C[C@@H](C)[C@H](CN(C)S(=O)(=O)c2ccc(Cl)cc2)O3)cc1
  TcdB inh = -1.8
CS(=O)(=O)N1CC2(C1)[C@@H](c1ccccc1)[C@H](CO)N2Cc1ccc(F)cc1
  TcdB inh = 0.2
O=C(C[C@@H]1C[C@H]2c3cc(NC(=O)Nc4ccccc4F)ccc3O[C@H]2[C@H](CO)O1)NC1CCCC1
  TcdB inh = 0.5

Cc1noc(C)c1NC(=O)N(C)C[C@H]1Oc2ccc(NC(=O)Nc3ccc(F)cc3)cc2C(=O)N([C@H](C)CO)C[C@H]1C
  TcdB inh = -1.5
COC(=O)[C@@]12C[C@@H](CC(=O)NCCCN3CCCC3=O)C(=O)N(Cc3ccco3)C1=CCC(C)(C)C2
  TcdB inh = 0.7
COC(=O)C[C@@H]1C[C@H]2c3cc(NC(=O)Cc4ccncc4)ccc3O[C@H]2[C@@H](CO)O1
  TcdB inh = 2.2
COc1ccc(NC(=O)N(C)C[C@@H]2Oc3ccc(NC(=O)Nc4ccc(F)cc4)cc3CC(=O)N([C@@H](C)CO)C[C@H]2C)cc1
  TcdB inh = -0.3
CCCN1C[C@@H](C)[C@@H](OC)CN(C)C(=O)c2ccc(NC(=O)C3CCOCC3)cc2OC[C@@H]1C
  TcdB inh = 0.4
CN(C)CC#Cc1ccc([C@@H]2[C@H]3CN(C(=O)Nc4cc(F)ccc4F)CCCCN3[C@H]2CO)cc1
  TcdB inh = 0.2
COc1cccc(NC(=O)N(C)C[C@@H]2OCc3ccccc3-c3ccccc3C(=O)N([C@@H](C)CO)C[C@H]2C)c1
  TcdB inh = -1.4
C[C@H]1CN([C@@H](C)CO)C(=O)c2cccc(NS(C)(=O)=O)c2O[C@@H]1CN(C)Cc1ccncc1
  TcdB inh = -1.8
C[C@@H]1CN([C@H](C)CO)S(=O)(=O)c2ccc(C#CC(C)(C)O)cc2O[C@@H]1CN(C)C(=O)C1CCC1
  TcdB inh = 0.2
CCC(=O)Nc1ccc2c(c1)C(=O)N(C)C[C@H](OC)[C@@H](C)CN(C(=O)c1ccccn1)[C@@H](C)CO2
  TcdB inh = -0.2

CO[C@H]1CN(C)C(=O)c2cc(NS(C)(=O)=O)ccc2OC[C@H](C)N(CC2CCOCC2)C[C@H]1C
  TcdB inh = 0.4
COc1ccccc1-c1cnc2c(c1)C(=O)N([C@H](C)CO)C[C@H](C)[C@H](CN(C)Cc1cncnc1)O2
  TcdB inh = 0.4
CC(C)CC#Cc1ccc2c(c1)O[C@@H](CN(C)C(=O)Cc1ccccc1)[C@@H](C)CN([C@@H](C)CO)S2(=O)=O
  TcdB inh = -0.1
O=C(C[C@@H]1CC[C@H]2[C@@H](COC[C@@H](O)CN2C(=O)c2ccccc2F)O1)N1CCCCC1
  TcdB inh = 0.5
CCOC(=O)[C@]12CCCC=C1N(CCC1=CCCCC1)C(=O)[C@H](CC(=O)NCc1ccccc1)C2
  TcdB inh = -0.2
O=C(C[C@H]1CC[C@H]2[C@@H](COC[C@@H](O)CN2S(=O)(=O)c2ccccc2F)O1)NCc1ccccc1Cl
  TcdB inh = 1.6
COc1ccc(NC(=O)Nc2ccc3c(c2)C(=O)N([C@@H](C)CO)C[C@H](C)[C@@H](CN(C)Cc2ccncc2)OCCCC[C@@H](C)O3)cc1
  TcdB inh = 0.3
CCC(=O)N1[C@H](C(=O)OC)[C@@H](CO)[C@@H]2Cn3c(ccc(-c4ccccc4F)c3=O)[C@@H]21
  TcdB inh = 2.0
COCCNC(=O)C[C@H]1CC[C@H]2[C@@H](COc3ccc(NC(=O)c4cnccn4)cc3C(=O)N2C)O1
  TcdB inh = 0.1
Cc1ccc(S(=O)(=O)Nc2ccc3c(c2)CC(=O)N([C@@H](C)CO)C[C@@H](C)[C@H](CN(C)Cc2ccccc2)O3)cc1
  TcdB inh = -0.7

CCCC#Cc1cnc2c(c1)C(=O)N([C@@H](C)CO)C[C@H](C)[C@@H](CN(C)S(=O)(=O)c1cn(C)cn1)O2
  TcdB inh = 1.4
Cc1ccccc1S(=O)(=O)NCC[C@H]1CC[C@@H](NC(=O)Nc2cccc(F)c2)[C@H](CO)O1
  TcdB inh = 1.1
CS(=O)(=O)Nc1ccc2c(c1)[C@@H]1C[C@@H](CC(=O)N3CCOCC3)O[C@@H](CO)[C@@H]1O2
  TcdB inh = -0.6
Cc1noc(C)c1NC(=O)N[C@@H]1CC[C@@H](CCNC(=O)C2CCC2)O[C@H]1CO
  TcdB inh = -1.3
CC(C)(O)C#Cc1cccc(-c2nc(C(=O)N[C@@H]3CCN(Cc4ccccc4)C3)cc3c2[C@@H](CCO)N(S(=O)C(C)(C)C)C3)c1 (some centres not stated)
  TcdB inh = -0.4
COc1ccc(CN(C)C[C@@H]2Oc3ccc(NS(=O)(=O)c4ccc(C)cc4)cc3C(=O)N([C@@H](C)CO)C[C@@H]2C)cc1
  TcdB inh = -0.3
C[C@H]1COc2cccc(NCCO)c2S(=O)(=O)N1
  TcdB inh = 1.4
CNC[C@@H]1Oc2ncc(-c3cccc(F)c3)cc2C(=O)N([C@@H](C)CO)C[C@@H]1C
  TcdB inh = 1.2
C[C@@H]1CN([C@H](C)CO)C(=O)Cc2cc(N(C)C)ccc2O[C@@H]1CN(C)S(=O)(=O)c1cn(C)cn1
  TcdB inh = -5.5
COc1ccccc1CNC(=O)C[C@H]1CC[C@H]2[C@@H](COC[C@@H](O)CN2Cc2ccccc2)O1
  TcdB inh = -1.3

Given as tab-separated lines: entries from further up.
smiles	TcdB inh
Cc1noc(C)c1NC(=O)N[C@@H]1CC[C@@H](CCNC(=O)C2CCC2)O[C@H]1CO	-1.3
CC(C)(O)C#Cc1cccc(-c2nc(C(=O)N[C@@H]3CCN(Cc4ccccc4)C3)cc3c2[C@@H](CCO)N(S(=O)C(C)(C)C)C3)c1 (some centres not stated)	-0.4
COc1ccc(CN(C)C[C@@H]2Oc3ccc(NS(=O)(=O)c4ccc(C)cc4)cc3C(=O)N([C@@H](C)CO)C[C@@H]2C)cc1	-0.3

(listing goes on)
C[C@H](CO)N1C[C@H](C)[C@H](CN(C)C(=O)C2CCCCC2)Oc2cc(C#CC(C)(C)O)ccc2S1(=O)=O
  TcdB inh = 0.5
COC(=O)C[C@@H]1C=C[C@@H](NS(=O)(=O)c2ccc(OC)cc2)[C@H](CO)O1
  TcdB inh = -0.3
COc1cccc(S(=O)(=O)N(C)C[C@@H]2Oc3ncc(-c4cc5ccccc5o4)cc3C(=O)N([C@H](C)CO)C[C@@H]2C)c1
  TcdB inh = 0.0
C[C@H]1CN([C@@H](C)CO)C(=O)c2cccc(NC(=O)c3nc4ccccc4s3)c2O[C@@H]1CN(C)S(=O)(=O)c1ccc(Cl)cc1
  TcdB inh = 0.5
C[C@H]1CN([C@@H](C)CO)C(=O)Cc2cc(NC(=O)NC3CCCCC3)ccc2O[C@H]1CN(C)C(=O)Nc1ccc(F)cc1
  TcdB inh = 0.2
COc1ccc(S(=O)(=O)Nc2ccc3c(c2)C(=O)N([C@@H](C)CO)C[C@H](C)[C@H](CN(C)S(=O)(=O)c2c(C)noc2C)O3)cc1
  TcdB inh = 0.5
O=C(Cc1ccccc1)N[C@@H]1CC[C@@H](CC(=O)N2CCCCC2)O[C@H]1CO
  TcdB inh = 1.1
C/C=C/c1cnc2c(c1)C(=O)N([C@@H](C)CO)C[C@H](C)[C@@H](CN(C)Cc1ccccc1)O2
  TcdB inh = 0.3
COc1ccc(NC(=O)Nc2cccc3c2O[C@H](CN(C)S(C)(=O)=O)[C@H](C)CN([C@H](C)CO)C3=O)cc1
  TcdB inh = 0.3
CO[C@H](CN(C)S(=O)(=O)c1ccc(Cl)cc1)[C@@H](C)CN(Cc1ccccc1Cl)[C@H](C)CO
  TcdB inh = -4.6

Cc1noc(C)c1NC(=O)Nc1ccc2c(c1)CC(=O)N([C@H](C)CO)C[C@@H](C)[C@H](CN(C)S(=O)(=O)c1ccccc1)O2
  TcdB inh = 0.7
CN(C)CC(=O)N1[C@@H]2c3ccc(-c4ccc(F)cc4)c(=O)n3C[C@@H]2[C@@H](CO)[C@@H]1C(=O)NC1CCC1
  TcdB inh = -1.2
COc1ccccc1CNC(=O)C[C@@H]1C[C@@H]2c3cc(NS(=O)(=O)c4ccc(F)cc4)ccc3O[C@@H]2[C@@H](CO)O1
  TcdB inh = 0.6
Cc1cccc(S(=O)(=O)N2CC[C@H]3[C@H](CO)Nc4ccc(C#Cc5ccc(F)cc5)cc4[C@H]32)c1
  TcdB inh = -2.1
COc1ccc(NC(=O)Nc2ccc3c(c2)C(=O)N([C@H](C)CO)C[C@H](C)[C@H](CN(C)S(=O)(=O)c2ccccc2)OCCCC[C@H](C)O3)cc1
  TcdB inh = -0.4
COCC#Cc1ccc([C@@H]2[C@H](CO)N3C(=O)CN(C(=O)c4cccnc4)C[C@@H]23)cc1
  TcdB inh = -0.8
O=C(NC[C@@H]1[C@@H](c2ccccc2)[C@@H](CO)N1C(=O)Cc1cccnc1)C1CC1
  TcdB inh = -0.7
C[C@H]1CN([C@@H](C)CO)C(=O)c2cc(NS(=O)(=O)c3ccc(Cl)cc3)ccc2O[C@@H]1CN(C)Cc1ccc(C(=O)Nc2ccccc2N)cc1
  TcdB inh = -0.8
CC(C)C#Cc1ccc([C@H]2[C@@H](CO)N(C(=O)C3CC3)[C@H]2C#N)cc1
  TcdB inh = -2.4
O=C(Cc1cccnc1)N1CCCCN2[C@H](C1)[C@H](c1ccc(C#CC3CCCC3)cc1)[C@@H]2CO
  TcdB inh = 1.5

COc1ccc(NC(=O)N(C)C[C@H]2Oc3ccc(NS(=O)(=O)c4ccccc4)cc3C(=O)N([C@@H](C)CO)C[C@@H]2C)cc1
  TcdB inh = -1.2
CNC[C@@H]1Oc2c(NC(=O)c3ccncc3)cccc2C(=O)N([C@H](C)CO)C[C@H]1C
  TcdB inh = 1.6
CC(C)CC#Cc1ccc2c(c1)O[C@@H](CN(C)Cc1ccccn1)[C@H](C)CN([C@H](C)CO)S2(=O)=O
  TcdB inh = 0.2
COc1ccc(NC(=O)N(C)C[C@@H]2OCCCC[C@@H](C)Oc3ccc(NC(=O)CCCN(C)C)cc3C(=O)N([C@H](C)CO)C[C@@H]2C)cc1
  TcdB inh = 2.2
C/C=C/c1ccc([C@@H]2[C@@H](CO)N(C(C)=O)C23CN(C(=O)NC2CCCC2)C3)cc1
  TcdB inh = 0.1
COC(=O)[C@H]1[C@H](CO)[C@H]2Cn3c(ccc(C4=CCCCC4)c3=O)[C@H]2N1C(=O)c1ccccc1F
  TcdB inh = 0.0
C[C@@H]1CN([C@@H](C)CO)C(=O)Cc2cc(N(C)C)ccc2O[C@H]1CN(C)Cc1ccc(C(=O)Nc2ccccc2N)cc1
  TcdB inh = -8.6
C[C@H](CO)N1C[C@H](C)[C@H](CN(C)Cc2ccc(-c3ccccc3)cc2)Oc2ccc(NC(=O)CCCN(C)C)cc2CC1=O
  TcdB inh = -6.4
Cc1noc(C)c1NC(=O)N(C)C[C@H]1OCCCC[C@@H](C)Oc2ccc(NS(=O)(=O)c3c(C)noc3C)cc2C(=O)N([C@H](C)CO)C[C@@H]1C
  TcdB inh = -0.3
CO[C@@H]1CN(C)C(=O)c2ccc(NC(=O)C3CCC3)cc2OC[C@@H](C)N(S(=O)(=O)c2ccc(Cl)cc2)C[C@H]1C
  TcdB inh = 1.0

CCCNC(=O)N1CC2(C1)CN(C(=O)c1ccncc1)[C@@H](CO)c1[nH]c3cc(OC)ccc3c12
  TcdB inh = -0.5
O=C(N[C@@H](Cc1cccnc1)C(=O)N1CCC[C@H]1C(=O)NC1CCCC1)C1CC1
  TcdB inh = 1.6
C[C@H](CO)N1C[C@H](C)[C@H](CN(C)Cc2ccc(C(F)(F)F)cc2)Oc2c(NC(=O)Nc3ccc(F)cc3)cccc2C1=O
  TcdB inh = -1.2
O=C(CCN1CCCCC1)NCC[C@H]1CC[C@H](NC(=O)Nc2ccc(F)cc2)[C@@H](CO)O1
  TcdB inh = 0.3
O=C(Cc1ccccc1)N1CC[C@@H]2[C@H]1c1cc(Br)ccc1N[C@@H]2CO
  TcdB inh = -0.8
C[C@@H]1CN([C@H](C)CO)S(=O)(=O)c2ccc(C#Cc3ccccc3F)cc2O[C@H]1CN(C)C(=O)Cc1cccnc1
  TcdB inh = -5.8
COc1ccc(C#Cc2ccc([C@@H]3[C@H]4CN(C(=O)c5ccc(F)cc5)CC(=O)N4[C@H]3CO)cc2)cc1
  TcdB inh = 0.9
CN(C)CC(=O)N[C@@H]1C=C[C@@H](CC(=O)NCCN2CCCCC2)O[C@@H]1CO
  TcdB inh = 0.5&1.1
COc1ccccc1-c1cnc2c(c1)C(=O)N([C@@H](C)CO)C[C@H](C)[C@H](CN(C)CC1CCOCC1)O2
  TcdB inh = 0.6
CN(C)CC(=O)N[C@@H]1CC[C@H](CCn2cc(C3CCCCC3)nn2)O[C@H]1CO
  TcdB inh = -0.1

C[C@H](CO)N1C[C@H](C)[C@@H](CN(C)C)Oc2ccc(NC(=O)Nc3ccc(C(F)(F)F)cc3)cc2CC1=O
  TcdB inh = -0.2
Cc1noc(C)c1S(=O)(=O)Nc1ccc2c(c1)C(=O)N([C@H](C)CO)C[C@H](C)[C@@H](CN(C)Cc1ccncc1)O2
  TcdB inh = -0.9
C[C@@H]1CN([C@H](C)CO)C(=O)c2cc(-c3ccc(C(=O)N(C)C)cc3)cnc2O[C@@H]1CN(C)C
  TcdB inh = 0.1
COC(=O)c1ccccc1
  TcdB inh = 0.9
C[C@H](CO)N1C[C@H](C)[C@H](CN(C)S(=O)(=O)c2cccs2)Oc2c(NS(C)(=O)=O)cccc2C1=O
  TcdB inh = 0.7

High-throughput results deposited in PubChem BioAssay by Broad Institute.
